# Screening results as filed in PubChem BioAssay.
# BioA inh: inhibitors of Mycobacterium tuberculosis BioA enzyme; inhibition, % at 9.99 µM; 0.096% of 360,000 active; purified M. tuberculosis BioA enzyme, plate reader; in the data active = inhibition above about 40%; inconclusive = no clear call, values can overlap the other calls
# PfHsp40 yeast: rescue of PfHsp40-mediated yeast toxicity; S. cerevisiae expressing PfHsp40, growth rescue, ATP luminescence; growth rescue, % at 12.5 µM; AID 504582; 0.68% of 340,000 active; in the data active = growth rescue above about 28%, passing the limit was not always enough; inconclusive = no clear call, values can overlap the other calls;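 note: yeast W303a lacking pdr1 and pdr3 grown in galactose medium; growth measured after three days at 30 °C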
# FadD28 FP inh: M. tuberculosis FadD28 bisubstrate binding inhibition | FadD28 bisubstrate probe binding, fluorescence polarization | inhibition, % at 12.5 µM | 0.22% of 360,000 active | AID 588549; in the data active = inhibition above about 8.5%, passing the limit was not always enough; inconclusive = no clear call, values can overlap the other calls
# Anthrax LF prot: blocks Bacillus anthracis lethal factor protease; P15917; multiplex microsphere protease cleavage assay, LF; inhibition, % at 10 µM; 0.12% of 360,000 active; AID 588501; note: plate controls were buffer without enzyme for full effect and enzyme alone for no effect
# GDH-TPI inh: GDH-TPI coupled enzyme inhibition counter-screen | GDH-TPI coupled enzyme counterscreen, NADH absorbance | inhibition, % at 4.8 µM | 1.2% of 360,000 active | AID 588335; in the data active = inhibition above about 30%;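 note: 0% = DMSO wells and 100% = wells lacking the enzyme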
# UGM FP inh: Mtb UDP-galactopyranose mutase inhibition; 0.06% of 320,000 active; P9WIQ1; inhibition, % at 10 µM; purified UGM, fluorescence polarization probe displacement; AID 504406; in the data active = inhibition above about 10%, passing the limit was not always enough; inconclusive = no clear call, values can overlap the other calls
# Target sequence (P9WIQ1 whole entry, looked up): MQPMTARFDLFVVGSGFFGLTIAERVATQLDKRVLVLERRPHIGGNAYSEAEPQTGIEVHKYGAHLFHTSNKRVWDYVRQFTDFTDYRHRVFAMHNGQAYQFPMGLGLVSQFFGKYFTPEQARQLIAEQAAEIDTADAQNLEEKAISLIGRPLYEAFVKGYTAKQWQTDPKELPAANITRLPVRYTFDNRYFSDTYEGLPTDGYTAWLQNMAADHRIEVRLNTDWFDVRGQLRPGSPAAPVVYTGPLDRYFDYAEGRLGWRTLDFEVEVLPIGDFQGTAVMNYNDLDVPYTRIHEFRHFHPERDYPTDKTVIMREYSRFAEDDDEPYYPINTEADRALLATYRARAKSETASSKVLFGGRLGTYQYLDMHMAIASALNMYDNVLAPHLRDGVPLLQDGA
# Mtb FBA inh: inhibits M. tuberculosis FBA enzyme | P9WQA3 | purified M. tuberculosis FBA, fluorescence read-out | inhibition, % at 1 µM | 2.3% of 360,000 active | AID 588726; in the data active = inhibition above about 27%;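 note: 0% = vehicle and 100% = reference inhibitor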
# Target sequence (P9WQA3 whole entry, looked up): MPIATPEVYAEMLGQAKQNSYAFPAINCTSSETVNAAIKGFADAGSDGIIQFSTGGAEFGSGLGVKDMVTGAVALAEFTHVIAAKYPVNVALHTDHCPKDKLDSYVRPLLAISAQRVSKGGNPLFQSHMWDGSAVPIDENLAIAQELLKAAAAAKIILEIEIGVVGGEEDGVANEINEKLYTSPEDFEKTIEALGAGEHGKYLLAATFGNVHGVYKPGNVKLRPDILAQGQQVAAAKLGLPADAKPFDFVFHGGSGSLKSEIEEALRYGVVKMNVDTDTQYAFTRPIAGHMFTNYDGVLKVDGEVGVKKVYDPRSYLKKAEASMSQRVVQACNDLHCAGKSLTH
# BoNT-F LC inh: inhibitors of Botulinum neurotoxin F light chain protease; inhibition, % at 10 µM; AID 588497; 0.22% of 360,000 active; Multiplex microsphere protease cleavage assay, flow cytometry; in the data active = inhibition above about 35%, passing the limit was not always enough; inconclusive = no clear call, values can overlap the other calls; note: plate controls were buffer without enzyme for full effect and enzyme alone for no effect
# BoNT A protease: blocks Botulinum neurotoxin A light chain protease. 0.17% of 360,000 active. inhibition, % at 10 µM. multiplex microsphere protease substrate cleavage, flow cytometry; note: plate controls were buffer without enzyme for full effect and enzyme alone for no effect
# Starred values were filed as active, the others as inactive; ? = inconclusive; . = not tested or not shown. Cut-off read from the data, not from the text of the source, unless noted: active = inhibition above about 30%; inconclusive = no clear call, values can overlap the other calls; inactive = below that.
compound,BioA inh,PfHsp40 yeast,FadD28 FP inh,Anthrax LF prot,GDH-TPI inh,UGM FP inh,Mtb FBA inh,BoNT-F LC inh,BoNT A protease
C=CCN1C(=O)c2ccc(C(=O)N3CCC(C(=O)OCC)CC3)cc2C1=O,-0.5,-0.7,-1.7,0,-1,.,-3,-5,-1.0
COc1ccccc1-c1cn(S(=O)(=O)c2ccc(F)cc2)nc1N,-2.9,0.9,-0.6,3,4,0.2,1,-14,0.8
COc1ccc(C(C(=O)NC2CCCCC2)N(C(=O)Cc2c[nH]c3ccccc23)c2ccccc2C)cc1OC (configuration not stated),.,-1.1,-1.4,-1,1,1.9,3,-1,0.5
Cc1noc(C)c1COC(=O)c1ccc(-c2nc3ccccc3s2)s1,-3.6,0.0,-2.1,-2,17,4.2,6,-1,1.9
O=C(CCNC(=O)c1ccccc1Cl)Nc1cc(S(=O)(=O)N2CCOCC2)ccc1N1CCOCC1,-2.1,-1.6,-1.2,-2,9,-1.1,0,6,0.7
O=C(NNC(=S)NC1CCCCC1)c1cccc(S(=O)(=O)Nc2ccccc2Cl)c1,0.2,23,1.2,-4,10,-0.9,-1,-8,0.1
Cc1ccc(C(C(=O)NC2CCCCC2)N(Cc2ccco2)C(=O)C2COc3ccccc3O2)o1 (configuration not stated),-1.0,-0.4,0.0,-26,12,3.1,5,-44,-5.5
Cc1ccc(S(=O)(=O)Nc2ccc(-c3csc(-c4ccccc4)n3)cc2)cc1,-2.1,3.2,-1.8,-2,13,0.7,-1,-4,-0.2

# Reformatted: three of the compounds above.
# Values in the order – BioA inh, PfHsp40 yeast, FadD28 FP inh, Anthrax LF prot, GDH-TPI inh, UGM FP inh, Mtb FBA inh, BoNT-F LC inh, BoNT A protease
- Cc1ccc(S(=O)(=O)Nc2ccc(-c3csc(-c4ccccc4)n3)cc2)cc1
    -2.1, 3.2, -1.8, -2, 13, 0.7, -1, -4, -0.2
- C=CCN1C(=O)c2ccc(C(=O)N3CCC(C(=O)OCC)CC3)cc2C1=O
    -0.5, -0.7, -1.7, 0, -1, ., -3, -5, -1.0
- O=C(NNC(=S)NC1CCCCC1)c1cccc(S(=O)(=O)Nc2ccccc2Cl)c1
    0.2, 23, 1.2, -4, 10, -0.9, -1, -8, 0.1

# New compounds follow:
compound,BioA inh,PfHsp40 yeast,FadD28 FP inh,Anthrax LF prot,GDH-TPI inh,UGM FP inh,Mtb FBA inh,BoNT-F LC inh,BoNT A protease
COc1ccccc1C(=O)NNC1CC(=O)N(c2ccc3c(c2)OCCO3)C1=O (configuration not stated),0.7,-2.2,-2.0,3,-1,3.7,0,12,1.6
COc1cccc(/C=C/C(=O)OCC(=O)Nc2ccc(S(=O)(=O)N3CCCC3)cc2)c1,0.3,-0.6,-1.5,-5,0,-4.2,14,-8,-0.9
O=C(Oc1ccc2c3c(c(=O)oc2c1)CCCC3)c1cccs1,.,4.6,-2.3,0,7,0.1,82*,-5,0.0
CCOC(=O)c1ccc(S(=O)(=O)NNC(=O)c2cccc(N(C)C)c2)cc1,.,0.1,-4.7,0,7,-2.2,2,-6,-0.3
Cc1c(CCO)c(=O)[nH]n1S(=O)(=O)c1ccccc1,-1.2,-0.6,-2.2,2,4,-0.6,8,1,0.2
Cc1ccc(CNC(=O)C2CC(=O)OC23CCCC3)c(C)c1 (configuration not stated),-1.1,-0.7,0.2,-3,-6,-4.6,-3,2,-0.1
O=C(O)c1nc(Cl)c(Cl)c(N/N=C/c2ccccc2C(F)(F)F)c1Cl,-1.4,-0.3,-0.8,0,31*,-3.8,-2,9,-0.2
COc1ccccc1OC1=NS(=O)(=O)c2ccccc21,-2.4,0.0,-0.5,-1,4,0.1,1,-5,0.0
CN1CCC(N(C)C(=O)c2cc(-c3ccccc3Cl)nc3ccccc23)CC1,-0.5,1.1,-2.3,-6,-3,-2.1,2,-2,0.9
COc1cc(O)c2c(=O)c3c(O)c(O)ccc3oc2c1OC,1.0,-0.1,-0.8,1,6,.,-1,3,-0.6
Cc1cc(C)c2oc(C(=O)N(Cc3cccs3)C3CCS(=O)(=O)C3)cc(=O)c2c1 (configuration not stated),.,-0.8,-1.0,-2,14,1.8,1,-9,-0.4
CCc1nc2nc(C)c(NS(=O)(=O)c3ccc(C)c(C)c3)c(=O)n2[nH]1,-1.2,?,-1.7,8,-7,-0.7,5,-29,0.0
Cc1nc2sc3c(c2c(=O)[nH]1)CCC3,0.0,0.0,-4.5,4,-9,1.2,1,6,-0.7
CC(C)(C)C1CCc2[nH]nc(C(=O)O)c2C1 (configuration not stated),.,3.3,-0.5,1,2,4.3,1,9,-0.1
COc1ccc(C(=O)/C=C/Nc2ccc(S(=O)(=O)Nc3cc(OC)nc(OC)n3)cc2)c(OC)c1,-1.4,-0.4,-1.1,-2,19,-1.7,4,-3,0.9
O=C(CCCSCCCC(=O)NN=Cc1ccccc1)NN=Cc1ccccc1,.,0.8,-5.1,3,-1,.,-4,1,0.4
COC(=O)c1ccc(OC(=O)C23CCC(C)(C(=O)O2)C3(C)C)cc1 (configuration not stated),.,2.3,-3.2,-4,-6,-1.4,0,-1,-1.4
Cc1ccccc1C(=O)NNC(=O)C(=O)Nc1cccc(Cl)c1C,-1.9,1.1,-2.8,-2,-1,4.6,-2,-3,-0.8
CCn1c(SCC(=O)NC2=NCCS2)nnc1C(C)NC(=O)c1ccccc1Br (configuration not stated),0.4,1.0,.,0,3,2.2,0,8,0.2
Cc1nc2ccc(NC(=O)C3CCCCC3)cc2s1,-0.8,0.1,-0.1,4,1,-2.3,2,14,6.9
O=C(CSc1ccc2nnc(-c3ccc(F)cc3)n2n1)NCC1CCCO1 (configuration not stated),.,-0.2,-0.7,-3,4,0.1,6,-3,?
COc1ccc(N2CCN(C(c3cc(OC)ccc3OC)c3nnnn3Cc3ccco3)CC2)cc1 (configuration not stated),-2.8,-0.1,2.1,-4,-2,2.6,-2,0,0.1
CC(C)(C)c1ccc(OCC(=O)N2CCN(c3ncccn3)CC2)cc1,1.1,-1.2,0.7,.,-3,1.7,2,.,.
Cc1ccc(Cc2c(-c3cccc(Cl)c3)nc3ccc(C)cn23)cc1,-2.4,.,-3.4,10,.,.,10,7,0.3
CCCCC(=O)Nc1ccc2c(c1)nc(CCN1CCN(C)CC1)n2C,.,-0.9,-0.8,1,2,-1.7,3,?,3.2
COc1ccc(C(=O)CSc2nnc(CC(=O)Nc3ccccc3OC)n2C)cc1,-1.3,-0.2,-1.5,-2,8,2.2,0,-1,-0.6
CCOc1ccc(NC(=O)c2ccc(C#CC(C)(C)O)cc2)cc1,0.2,0.6,-3.6,-2,3,-0.2,-5,-9,0.1
C=CCn1c(SCCCCCC)nc(O)cc1=O,0.5,2.6,-1.1,4,6,0.5,0,-2,-0.7
CCc1ccc(NC(=O)CSc2nnc(-c3ccccn3)n2C)cc1,.,0.6,-2.4,-3,-10,3.4,-2,2,1.0
Cc1ccc(C)c(NC(=O)c2cc(-c3cc(C)cc(C)c3O)n[nH]2)c1,3.8,1.2,-1.1,-1,-8,1.2,0,30,-0.2
O=S1(=O)C[C@@H](N2CC[C@@H](O)C2)[C@H](COCc2ccccc2)N1,-1.5,.,-0.4,6,.,.,4,1,-0.1
COc1cc(C(=O)O[C@H]2C/C(C)=C/CC[C@@]3(C)O[C@@H]3[C@H](O)[C@@H]2C(C)C)cc(OC)c1OC,4.0,1.2,-3.5,-2,-14,0.3,0,-5,0.9
COc1ccc(OC)c(-c2nc(CN(C)C(C)c3ccncn3)c(C)o2)c1 (configuration not stated),-0.2,0.1,-0.9,-2,-4,3.1,9,0,0.5
CCOC(=O)c1c(S(=O)(=O)N2CCCCCC2)c(C)n(C)c1C,-1.0,0.7,-3.2,-1,-7,-2.8,-4,2,0.4
O=[N+]([O-])c1cccc(N/N=C/c2ccc(N3CCOCC3)cc2)c1,0.4,7.4,-2.4,-20,18,1.1,-5,-9,-1.3
CC(C)c1cc(C(=O)N2CCN(C(c3ccccc3)c3ccccc3)CC2)no1,.,5.1,-1.6,-1,-5,1.0,-1,-28,-3.8
COc1ccc(CC(=O)NCCc2ccc(OC)c(OC)c2)cc1,-1.1,-1.1,-0.5,0,1,4.0,2,-22,-3.9
CCOc1ccc(N(CC(=O)Nc2ccc3c(c2)OCCO3)S(=O)(=O)c2c(C)noc2C)cc1,0.3,1.4,-0.5,-6,10,0.3,10,-8,0.1
O=c1c(Cc2ccccc2)c(O)nc2n1CCCS2,-4.7,-0.7,-0.3,-4,8,-1.4,1,-7,0.7
O=C(NN1CCN(Cc2ccccc2Cl)CC1)c1ccc(Br)cc1,0.2,-1.7,-0.6,0,0,1.6,1,-6,-0.6
CCC(c1nnnn1CS(=O)(=O)c1ccc(C)cc1)N1CCN(c2nc3ccccc3s2)CC1 (configuration not stated),.,0.3,-0.5,-3,7,-0.2,0,-14,-1.5
CC1=C(C(=O)OCCOc2ccccc2)C(c2ccsc2)NC(=O)N1C (configuration not stated),.,0.3,-1.8,0,-1,0.8,0,-3,-0.4
CN(C)C(=O)CCc1ccc2c3c([nH]c2c1)[C@]1(C)[C@@H](C(=O)N2CCOCC2)C[C@H](CC(=O)NCCc2ccccn2)C(=O)N1CC3,0.1,-0.4,-2.7,-2,4,.,-1,0,-0.3
CC(C)COC(=O)CNc1n[nH]c(=S)[nH]c1=O,0.0,-0.7,-2.6,1,-4,-0.1,-3,-7,-0.6
CCN(CC)S(=O)(=O)c1ccc(C)c(NC(=O)c2cc(C)oc2C)c1,.,-2.2,-0.4,-3,1,1.6,6,1,-0.9
Cc1ncc(CN2CCCCC2C(=O)Nc2ccc(Oc3ccccc3)nc2)cn1 (configuration not stated),2.9,-0.1,0.0,0,-12,-0.4,0,5,0.1
CCCc1cnc(N2CCN(C(=O)c3c(-c4ccccc4)noc3C)CC2)nc1,.,0.4,-1.8,-9,2,5.5,6,1,-0.9
CCOc1ccc(/C=N/Nc2nc(C)cs2)c(O)c1,-1.6,0.7,0.2,2,17,-1.6,1,2,0.5
CC(C)C(NC(=O)/C=C/c1ccc(F)cc1)C(C)C,-0.9,1.8,1.1,-1,6,-0.2,3,-9,-0.3
Cc1ccc(CCNC(=O)CCn2c(=O)c3cccn3c3ccc(F)cc32)cc1,-1.8,2.9,-0.6,-2,0,0.4,1,-2,-0.4
O=C(CN1CCCc2ccccc21)NCCc1ccc(Cl)cc1,.,1.8,-1.8,-4,2,0.3,1,1,-0.5
COC(CNc1cc(=O)oc2ccccc12)OC,2.1,-0.1,-4.0,-2,0,-1.2,2,-36,-1.0
Clc1ccc(CN=C(Nc2ccccc2)NC2CCCCC2)cc1,.,-0.5,-1.5,-5,-2,-0.6,2,8,1.3
OC[C@H]1O[C@@H](c2nc3ccc(-c4nc(-c5cccs5)no4)cc3[nH]2)C[C@@H]1O,-0.1,.,-11,-3,4,.,0,-4,-0.9
CC1CCCC(NC(=O)COc2ncnc3ccccc23)C1C (configuration not stated),-2.8,-0.5,0.9,0,2,2.3,-2,2,0.2
CCOC(=O)CC(NC(=O)c1ccccc1)c1ccc(OC)cc1 (configuration not stated),.,0.9,1.0,-5,-3,2.5,-2,-5,-0.3

# Additional entries
compound,BioA inh,PfHsp40 yeast,FadD28 FP inh,Anthrax LF prot,GDH-TPI inh,UGM FP inh,Mtb FBA inh,BoNT-F LC inh,BoNT A protease
CC(=O)c1ccc(OCCCC(=O)n2nnc3ccccc32)cc1,-0.5,0.0,-3.8,-1,0,1.0,-7,3,-0.3
CC(C)(C)Cc1c(-c2ccccc2)nc2ccc(Br)cn12,-3.5,.,1.6,-5,18,.,1,-8,0.7
NCCCC[C@H](NC(=O)C1CCNCC1)c1nnc([C@@H](N)CO)o1,-0.6,-1.0,-4.5,-4,-1,0.8,1,9,0.6
C=CCn1c(N)nc2ccccc21,1.0,-0.5,-3.2,0,-7,-0.5,-2,-9,-0.3
CCCCc1ccc(NC(=O)CSc2nc(=O)n(CCCN3CCOCC3)c3c2CCC3)cc1,.,-1.0,2.9,?,11,-0.1,-3,?,?
